NPY-Y1 antag – NPY-Y1 receptor antagonists, primary screen, cell-based. Neuropeptide Y receptor type 1 (Homo sapiens), P25929. inhibition, % at 3.6 µM. 1% of 200,000 active. HEK293-CNG Y1 cells, membrane potential fluorescence; NPY at EC95, then isoproterenol. AID 1040, 2008;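 active = inhibition above the campaign mean inhibition of all tested compounds plus 3 SD, cut at about 20% in these data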;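 also: 0% = DMSO wells given NPY plus isoproterenol and 100% = isoproterenol alone without NPY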
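Material: HEK293 cells with Y1 receptor plus CNG channel; times: compound incubation 1 h at room temperature, readout 45 min post-stimulation; signal: fluorescence, membrane potential probe; read-out basis: fluorescence ratio normalized to % inhibition between controls; benchmarks: full-block control isoproterenol-only wells, zero-block control NPY plus isoproterenol wells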
Runt-CBFb FRET – inhibitors of RUNX1 Runt–CBFb binding, primary screen, biochemical, FRET, Cerulean-Runt, Venus-CBFb, uHTS; Runt-related transcription factor 1 (Homo sapiens) + Core-binding factor subunit beta …; Cerulean-Runt/Venus-CBFb FRET ratio 530/480, 1 h; inhibition, % at 20 µM; 0.46% of 220,000 active;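 active = inhibition over about 50% at 20 µM in the single-dose screen, limit read from the data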;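 also: 0% = DMSO wells and 100% = excess unlabeled CBFb competitor control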
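Reagent – Venus-CBFb binding partner, 100 nM · Assay system – Cerulean-tagged RUNX1 Runt domain (FRET donor) fusion protein · Input – 100 nM per protein · Incubation – two 1 h room-temperature incubations shielded from light · Measured by – FRET fluorescence · Medium – Tris buffer pH 7.5 with salts and BSA · Benchmarks – unlabeled CBFb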
NPY2 pot ag – NPY-Y2 potentiators or agonists, primary screen, cell-based. activation, % at 3.6 µM. 0.45% of 220,000 active. AID 1359, 2008. cells expressing NPY-Y2, potentiator/agonist read-out. Neuropeptide Y receptor type 2 (Homo sapiens), P49146; in the data active = activation above about 27%;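 also: cells stimulated with NPY near EC25 plus isoproterenol at EC100; 0% = vehicle plus submaximal agonist and 100% = vehicle plus saturating agonist; some results beyond the cut were filed as inactive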
Target sequence (P49146 whole entry, looked up): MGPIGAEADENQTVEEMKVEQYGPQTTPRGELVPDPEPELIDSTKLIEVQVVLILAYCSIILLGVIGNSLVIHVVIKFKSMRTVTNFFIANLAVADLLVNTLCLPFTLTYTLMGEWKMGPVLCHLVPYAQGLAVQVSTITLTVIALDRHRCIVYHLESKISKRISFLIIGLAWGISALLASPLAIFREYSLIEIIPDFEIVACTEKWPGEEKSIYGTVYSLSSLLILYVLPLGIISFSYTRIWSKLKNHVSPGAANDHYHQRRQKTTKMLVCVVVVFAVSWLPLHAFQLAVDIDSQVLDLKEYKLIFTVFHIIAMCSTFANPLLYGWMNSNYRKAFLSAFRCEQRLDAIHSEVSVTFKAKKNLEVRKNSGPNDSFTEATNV
NPY1 pot ag – NPY-Y1 receptor potentiators or agonists, primary screen, cell-based; activation, % at 3.6 µM; AID 1304, 2008; 0.37% of 220,000 active; NPY-Y1 expressing cells, potentiator/agonist activation; Neuropeptide Y receptor type 1 (Homo sapiens), P25929; in the data active = activation above about 33%, passing the limit was not always enough;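 also: cells stimulated with NPY at EC10 then isoproterenol at EC100; 0% = low agonist plus stimulus and 100% = saturating agonist plus stimulus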
Ba/F3 V617F tox – reduced viability of JAK2V617F-dependent Ba/F3 cells, primary screen, JAK2V617F inhibitor project, cell-based, Ba/F3 EpoR-JAK2V617F, luminescence. inhibition, % at 5.6 µM. ATP luminescence. 1.1% of 220,000 active;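 active = inhibition above the campaign mean plus 3 SD over all tested compounds, cut at about 24% in these data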;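 also: cytokine-independent growth of Ba/F3 cells driven by EpoR plus mutant JAK2; 0% = DMSO-treated cells and 100% = JAK inhibitor I control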
S1P4 ag – S1P4 receptor agonists, primary screen, cell-based. S1P4-expressing cell line, agonist reporter assay. activation, % at 4.98 µM. 0.35% of 220,000 active. AID 1509, 2009. Sphingosine 1-phosphate receptor 4 (Homo sapiens), O95977; in the data active = activation above about 11%;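 also: 0% = DMSO vehicle and 100% = reference agonist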
Target sequence (O95977 whole entry, looked up): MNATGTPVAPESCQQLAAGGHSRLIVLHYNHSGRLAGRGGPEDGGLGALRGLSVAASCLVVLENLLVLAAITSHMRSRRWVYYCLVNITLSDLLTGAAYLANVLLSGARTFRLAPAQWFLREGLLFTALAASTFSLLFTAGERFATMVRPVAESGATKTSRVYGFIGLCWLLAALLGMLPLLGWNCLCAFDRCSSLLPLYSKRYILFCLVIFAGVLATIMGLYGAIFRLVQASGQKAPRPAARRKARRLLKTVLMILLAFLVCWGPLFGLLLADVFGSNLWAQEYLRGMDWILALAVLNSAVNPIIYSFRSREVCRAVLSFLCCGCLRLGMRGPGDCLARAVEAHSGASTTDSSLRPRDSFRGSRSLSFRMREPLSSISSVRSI
S1P4 antagonist – S1P4 receptor antagonists, primary screen, cell-based; Sphingosine 1-phosphate receptor 4 (Homo sapiens), O95977; S1P4-expressing cells, antagonist mode, reporter read-out; inhibition, % at 4.98 µM; 0.26% of 220,000 active; in the data active = inhibition above about 29%;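 also: 0% = wells stimulated with agonist and 100% = vehicle wells without agonist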
RBBP9 inhibitor – human RBBP9 inhibitors, primary screen, biochemical, fluorescence polarization, FP-Rh probe, HTS | recombinant RBBP9 | AID 1515, 2009 | 0.2% of 220,000 active | inhibition, % at 7.94 µM;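 active = inhibition above the campaign mean of all tested compounds plus 3 SD, cut at about 14% in these data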;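 also: plate controls were DMSO wells with RBBP9 for no effect and wells lacking RBBP9 protein for full effect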
Target sequence (O75884 whole entry, looked up): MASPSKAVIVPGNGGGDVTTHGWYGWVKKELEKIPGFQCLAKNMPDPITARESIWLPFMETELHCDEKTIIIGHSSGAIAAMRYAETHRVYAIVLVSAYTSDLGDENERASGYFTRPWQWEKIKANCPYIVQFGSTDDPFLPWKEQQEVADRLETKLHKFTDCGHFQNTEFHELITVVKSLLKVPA
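Test system: recombinant human RBBP9. Quantity: 2.5 µM RBBP9 dispensing solution, before mixing. Detection: FP readout at 525/598 nm. Reagent: Serine-hydrolase probe FP-Rh, 375 nM pre-mixing. Measure: % inhibition. Control set: DMSO-treated enzyme wells and wells lacking RBBP9. Buffer or medium: Tris-NaCl-Pluronic buffer, pH 8.0. Times: preincubation 30 min plus labeling 45 min at 25 °C.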
BaF3 parental – parental Ba/F3 cell viability inhibition, counter-screen for JAK2V617F inhibitor project, murine pro-B, CellTiter-Glo luminescence; AID 1486, 2009; CellTiter-Glo ATP luminescence; inhibition, % at 5.6 µM; 1.1% of 220,000 active;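 active = inhibition above a per-campaign cutoff, the mean inhibition of all tested compounds plus 3 SD, cut at about 27% in these data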;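 also: 0% = DMSO wells and 100% = JAK Inhibitor I control wells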
An asterisk follows results filed as active; . = not tested or not shown.

entry	SMILES	NPY2 pot ag	Ba/F3 V617F tox	BaF3 parental	RBBP9 inhibitor	S1P4 antagonist	S1P4 ag	Runt-CBFb FRET	NPY1 pot ag	NPY-Y1 antag
1	NC(=O)NCC1CC1	-4	-1	-2	-5	8	-1.0	0	10	0
2	CCOC(=O)c1cc(-c2ccncc2)nc2c1c(C)nn2-c1ccccn1	1	0	7	-8	-7	-1.7	.	-16	12
3	CN1CCN(CC(=O)Nc2nc(-c3ccccc3)cs2)CC1	-6	2	5	-9	-13	0.1	0	0	-3
4	Brc1ccccc1-c1nnc(CSc2nnnn2-c2ccccc2)o1	-37	-2	3	-3	-3	0.6	3	-13	7
5	Cc1ccc(C2CC(c3cccs3)n3nc(N)nc3N2)cc1 (configuration not stated)	12	-1	4	-1	11	0.2	4	2	22*
6	Cc1nc2c(-c3ccc(F)cc3)c(C)nn2c(C)c1CCC(=O)Nc1ccccc1	-14	-2	1	-1	6	0.1	1	-5	.
7	O=C(CSc1nn(-c2ccc(F)cc2)c(=S)s1)NC1CCS(=O)(=O)C1 (configuration not stated)	-9	0	5	-9	-9	-0.2	1	3	-3
8	COC(=O)c1[nH]c2ccc(Br)cc2c1NC(=O)Oc1ccccc1	-11	2	4	-14	-20	-0.5	.	2	0
9	C=CCN1C(c2ccccc2)=CS/C1=C(\C#N)c1nnc2n1CCCCC2	1	-1	4	-8	-5	-0.4	-2	1	1
10	Oc1ccc(-c2nnc(-c3ccccc3)c(-c3ccccc3)n2)cc1	5	-2	0	-4	-2	-1.8	1	34	-5
11	CC1(C)Cc2c(c(-c3ccco3)nc3n[nH]c(N)c23)CO1	3	3	7	2	7	-0.1	7	14	-1
12	O=C1Nc2ccccc2C1=Nc1ccc(S(=O)(=O)Nc2nccs2)cc1	-10	-1	1	-7	-1	3.1	0	9	.
13	O=C(NCCc1cccs1)C1CC1	-5	1	-2	-5	13	2.2	-1	-2	.
14	CCCn1c(N)c(C(=O)CSc2nnc(-c3ccco3)n2Cc2ccccc2)c(=O)[nH]c1=O	17	-3	1	-5	4	0.5	.	-6	2
15	Cc1c(Cl)cccc1NC(=O)Cn1nnc(C(=O)NCc2cccs2)c1N	12	1	4	-4	-15	-0.1	2	6	9
16	CS(=O)(=O)N1CCCC(C(=O)Nc2ccc3c(c2)OCCO3)C1 (configuration not stated)	3	-1	5	-1	-9	-0.5	1	-2	4
17	c1ccc(OCCCc2nc(-c3ccncc3)no2)cc1	-7	6	9	0	6	-0.2	-2	-1	11
18	CCC1SC(CC)C(=O)N(CC(=O)Nc2ccc3c(c2)OCO3)C1=O (configuration not stated)	5	-1	3	-4	-14	5.3	2	10	-2
19	CCC(C)(C)NC(=O)C(c1ccccn1)N(C(=O)c1csnn1)c1ccc(C)cc1 (configuration not stated)	7	0	4	-14	-6	1.0	-2	1	5
20	CCc1nc(SCc2ccc(F)cc2)n[nH]1	-7	0	3	1	-17	0.4	1	-6	-2
21	CN1CC(=O)N(CC(=O)Nc2cccc(S(=O)(=O)N3CCOCC3)c2)C1=O	9	-1	5	1	-22	1.1	-1	28	-3
22	c1ccc(-c2ccccc2OCCCCN2CCCCC2)cc1	-1	5	5	-2	4	-2.2	-2	-34	15
23	Cc1nnsc1-c1c(C(=O)N2CCOCC2)c(C)nn1-c1ccc(Cl)cc1	-6	-2	-1	-3	7	-1.4	-1	-4	.
24	CCn1c(C(=O)N2CCCC(C(=O)O)C2)cc2sccc21 (configuration not stated)	5	-1	1	-2	-8	0.2	2	-20	3
25	CN(c1ccc(C(=O)N2CCN(c3ccc(F)cc3)CC2)cc1)S(C)(=O)=O	0	-2	5	-5	-15	0.7	1	19	-1
26	CCOc1ccc(C2C(C#N)=C(N)N(c3sc4c(c3C#N)CCCC4)C3=C2C(=O)CCC3)cc1 (configuration not stated)	3	-2	1	-12	1	-2.1	-19	-31	-1
27	CCOC(=O)C1CCN(C(=S)NC2CCCC2)CC1	-4	2	10	1	2	-1.9	-1	-7	12
28	CC(C)CCNC(=S)Nc1ccc(Br)cc1	-16	-1	0	-5	-4	1.0	-4	3	-7
29	Cc1noc(C)c1S(=O)(=O)Nc1cc(C(F)(F)F)ccc1N1CCOCC1	2	-2	0	6	0	1.8	-4	21	.
30	CC(=O)c1ccc2c3c(cccc13)CC2	-7	2	6	-10	-19	0.8	-1	-21	10
31	O=C(Oc1ccc(-c2cnc3ccccc3n2)cc1)c1cc([N+](=O)[O-])ccc1Cl	-4	-5	-3	0	17	0.6	1	11	0
32	COc1ccc([N+](=O)[O-])cc1N/C(=N/S(=O)(=O)c1ccccc1)c1ccccc1	4	2	2	-9	-15	0.0	1	-31	6
33	Cn1cnnc1Sc1ccc(CN2CCN(C3CCCC3)C(CCO)C2)o1 (configuration not stated)	-8	-4	-1	0	-6	0.0	2	7	0
34	Cc1[nH]n(-c2ccc(Br)cc2)c(=O)c1C=Nc1ccc(S(=O)(=O)Nc2nccs2)cc1	4	1	10	-8	0	0.2	-8	-4	1
35	COc1ccc(NC(=O)Cn2c(-c3ccc(OC)cc3)cn(-c3ccc(C)cc3)c2=O)cc1	1	1	3	-8	-3	-1.6	4	0	-4
36	Cc1noc(C)c1CSc1nnc(-c2ccccc2F)n1CCc1ccccc1	9	-1	4	5	16	-1.6	3	-15	20*
37	CCCNC(=O)CSc1nc(COc2ccccc2)nc2ccccc12	-23	2	15	-1	3	-0.8	-2	-2	7
38	Cc1nc2ccccc2c(=O)n1NC(=O)c1ccccc1Cl	-8	0	-1	2	-17	0.4	-1	-13	-2
39	CCCCC(CC)C(=O)NCc1ccccc1OC (configuration not stated)	-13	1	4	-8	-1	0.2	-2	-14	10
40	CCn1cc(Cl)c(C(=O)N2N=C(c3ccc4ccccc4c3)CC2c2ccccc2O)n1 (configuration not stated)	-3	2	1	-8	-1	2.1	-1	0	2
41	CCOCCCNC(=O)C(c1ccccc1)N(Cc1ccc2c(c1)OCO2)C(=O)c1ccccc1O (configuration not stated)	-8	-1	3	-3	7	-0.9	-3	14	-3
42	O=Cc1c(-c2ccc(F)cc2)nc2ccccn12	-3	3	11	-6	-8	2.4	0	8	-3
43	N#CC1=C2Sc3ccccc3N2CCCC1=O	-4	9	9	-1	-18	-0.4	0	-2	-1
44	Cc1ccc(S(=O)(=O)N/N=C/c2ccc(O)c(O)c2)cc1[N+](=O)[O-]	-4	3	8	-5	-15	-0.2	10	13	0
45	Brc1ccc(-c2noc(CCc3ccccc3)n2)o1	-10	4	12	-6	-1	-0.3	0	-18	17
46	COc1ccc2c(-c3ccccc3)cc(SCC(N)=O)nc2c1	1	-4	0	-3	-2	0.6	-4	-3	.
47	CCCNC(=O)NC(=O)CSc1nc2cc(C(=O)OC)ccc2c(=O)n1-c1ccccc1	-9	6	10	-4	-7	2.2	-12	5	6
48	Cc1ccc(C(O)(COC(=O)C(C)C)COC(=O)C(C)C)c(O)c1	-8	1	-2	-7	15	0.3	-1	-3	-2
49	COC1=C(Nc2ccc(O)cc2)C(=O)c2ccccc2C1=O	5	-2	9	5	-18	1.0	4	-5	-9
50	CCn1c(=O)n(CC)c2cc(S(=O)(=O)Nc3ccccc3C)c(C)cc21	6	0	6	-5	0	0.1	-1	1	-3

(listing goes on)
entry	SMILES	NPY2 pot ag	Ba/F3 V617F tox	BaF3 parental	RBBP9 inhibitor	S1P4 antagonist	S1P4 ag	Runt-CBFb FRET	NPY1 pot ag	NPY-Y1 antag
51	O=[N+]([O-])c1ccc(COn2nnc3ccccc32)cc1	-10	-1	0	-1	-3	0.8	0	-8	2
52	CN1CCN(CC(=O)N(Cc2c(C#N)c3ccccc3n2C)c2ccccc2)CC1	4	-6	-1	-4	-18	3.2	1	-4	4
53	Cc1cc(C(=O)COC(=O)c2ccc(N)c([N+](=O)[O-])c2)c(C)n1-c1ccc2c(c1)OCO2	12	-2	7	1	-19	1.5	0	-17	7
54	Cc1cccc(NC(=O)CSc2ccc(-c3ccco3)nn2)c1C	3	1	4	-9	-9	-0.4	22	12	1
55	O=C(O)c1ccc(N2C(=O)CSC2c2cccc([N+](=O)[O-])c2)cc1 (configuration not stated)	6	3	5	0	4	-1.4	3	-13	4
56	C/C=C/CSc1nc2c(c(=O)[nH]c(=O)n2C)n1CCC	1	-1	5	6	-5	-0.9	-2	5	0
57	Clc1cccc(-c2nc(NCCN3CCOCC3)c3ccccc3n2)c1	6	0	8	-2	-2	2.2	-2	6	1
58	CN(C)c1nc(N)nc(CSc2ncc(Cl)cc2Cl)n1	9	0	0	0	-16	0.2	-2	-8	1

Bioassay records: PubChem BioAssay, several laboratories
